Screening results from PubChem.
S-ASM inh = inhibitors of human secretory acid sphingomyelinase. actives 0.006% (n = 340,000). AID 504937. Potency, µM (highest dose often 57.5 µM), for the others: at the top dose activity change, negative = inhibition, most hits filed as inhibitors. P17405. placental ASM, HMU-PC fluorogenic substrate, 60 min; further: potency means the concentration at half of the fitted maximal effect
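qHTS format. ASM enzyme prepared from human placenta hydrolyses the fluorogenic substrate HMU-PC0 (9 uM final) over 60 min at 37 °C after a 10 min compound preincubation.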
BRCA1 expr act = BRCA1 expression activation. MCF7-BRCA1-FFLuc reporter, luminescence, 48 h; response scale: scaled: vehicle 0%, 10 µM genistein 100%. Potency, µM (series often up to 46.1 µM), for inactives: at the highest dose activation, hits mostly activators. actives 1.1% (n = 380,000). AID 624202; further: potency means the concentration at half of the fitted maximal effect; nearly all actives have a fitted effect of over 80% in size; some results filed as inactive show a strong effect at the top dose
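Using MCF7 cells harboring a BRCA1 firefly luciferase reporter, plated 2 h before compound pinning, the screen measured luminescence after 48 h incubation. Responses were normalized to DMSO and 10 microM genistein, then fitted for concentration-effect.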
uPA generation = cell surface uPA generation inhibition. cell surface uPA generation assay, qHTS. Potency, µM (highest dose often 38.3 µM), for inactives: at the top dose activity change, negative = inhibition, actives largely listed as inhibitors. actives 0.31% (n = 330,000); active means well fitted inhibition curve with a large enough effect; inconclusive means small, poorly fitted or top-dose-only effect; inactive means no such curve, though single readings can be large or run the other way; tested in mouse RAW 264.7 cells; further: potency means the concentration at half of the fitted maximal effect; on the % scale 0 is the no-effect control and ±100 the full control effect; nearly all actives have a fitted effect of over 55% in size
p53 reactivation = mutant p53 re-activation in reporter cells; actives 0.063% (n = 320,000); H1299 p53-A138V BP100-luciferase reporter, luminescence, 24 h; Potency, µM (top dose mostly 92.2 µM), inactives show at the highest dose activity change, positive = activation, most hits filed as activators; further: potency means the concentration at half of the fitted maximal effect; % of control where 0% means no effect; nearly all actives have a fitted effect of over 45% in size
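p53-null H1299 cells stably carrying temperature-sensitive p53-A138V and a BP100-luciferase reporter were pinned with compounds (4-point, 1:5 series) and held 24 hrs at 37 deg C. Luminescence was read 10 min after detection reagent.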
USP2a block = USP2a (human) protease inhibition. O75604. USP2 core, Ub-CHOP2 coupled fluorogenic reporter, 485/531. Potency, µM (series often up to 38.3 µM), inactives show at the top dose activity change, negative = inhibition, actives largely listed as inhibitors. actives 0.01% (n = 330,000). AID 463254;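 further: potency means the concentration at half of the fitted maximal effect; plate controls were DMSO wells for no effect and full inhibition by NEM control for full effect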
Target sequence (O75604 whole entry, looked up): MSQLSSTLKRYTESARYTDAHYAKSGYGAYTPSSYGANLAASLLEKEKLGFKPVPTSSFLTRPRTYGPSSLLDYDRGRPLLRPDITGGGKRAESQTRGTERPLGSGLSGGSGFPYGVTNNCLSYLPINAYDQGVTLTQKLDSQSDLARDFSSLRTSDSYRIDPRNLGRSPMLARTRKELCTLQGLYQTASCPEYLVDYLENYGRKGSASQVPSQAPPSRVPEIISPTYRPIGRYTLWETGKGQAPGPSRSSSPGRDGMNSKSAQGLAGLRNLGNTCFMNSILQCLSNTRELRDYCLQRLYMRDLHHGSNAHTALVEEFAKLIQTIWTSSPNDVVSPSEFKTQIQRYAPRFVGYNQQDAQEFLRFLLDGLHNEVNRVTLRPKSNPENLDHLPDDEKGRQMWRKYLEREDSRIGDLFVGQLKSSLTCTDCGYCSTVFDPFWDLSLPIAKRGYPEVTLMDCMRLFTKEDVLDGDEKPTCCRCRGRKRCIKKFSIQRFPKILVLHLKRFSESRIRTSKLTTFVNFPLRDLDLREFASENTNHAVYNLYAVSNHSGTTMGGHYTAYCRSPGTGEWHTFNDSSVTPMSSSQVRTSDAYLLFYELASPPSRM
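Cell-free coupled assay: 10nM USP2 core preincubated 30min RT with compound in Tris-HCl pH 8.0/CaCl2/CHAPS buffer, then 25nM Ub-CHOP2 and 25nM reporter substrate; fluorescence (Ex 485/Em 531) read after 60min RT, normalized to NEM inhibition, concentration-response curves fitted.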
PTAP TSG101 blk = blocks PTAP/TSG101 interaction to inhibit HIV-1 budding; Q99816; Fluorescence polarization, FITC-PTAP peptide / Tsg101 binding; Potency, µM (titrated, usually from 115 µM), for the others: at the top dose activity change, negative = inhibition, most hits filed as inhibitors; 340,000 tested, under 10 active; AID 493005; active means well fitted inhibition curve with a large enough effect in the main read-out, with a control signal flat, not every such curve was filed as active; inconclusive means small, poorly fitted or top-dose-only effect, or effect the other way, or a change in a side signal; inactive means no such curve, though single readings can be large or run the other way; further: potency means the concentration at half of the fitted maximal effect; % of control where 0% means no effect
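Steps: Tsg101 binding domain dispensed (10 uM final), compounds pinned in DMSO, FITC-labeled PTAP-motif peptide added (50 nM final); after 20 min binding at room temperature, polarization measured.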
ELG1 genotoxic = induces genotoxicity in HEK293T cells with luciferase-tagged ELG1. Potency, µM (series often up to 46 µM), for inactives: at the highest dose activity change, positive = activation, usual class: activators. actives 1.3% (n = 330,000). HEK293T ELG1-luciferase reporter, luminescence, 16 h; further: potency means the concentration at half of the fitted maximal effect; % of control where 0% means no effect; nearly all actives have a fitted effect of over 60% in size
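Screening used a luciferase reporter fused to human ELG1 in HEK293T cells. Luminescence was read on a CCD plate imager after 16 hr exposure and 30 min ONE-Glo incubation.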
a7 integrin act = activates integrin-mediated alleviation for muscular dystrophy; actives 0.064% (n = 350,000); AID 624291; alpha7betagal myoblasts, beta-gal FDG fluorescence, 48 h; Potency, µM (top dose mostly 38.3 µM), without a hit: at the top dose activation, hits mostly activators;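 further: potency means the concentration at half of the fitted maximal effect; 100% = response of the positive control SU9516; nearly all actives have a fitted effect of over 60% in size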
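alpha7betagal+/- myoblasts (passage 13, 250/well) treated 48 h at 37C with compounds at 1:260 dilution of DMSO stock. Lysed, then beta-galactosidase activity read as FDG fluorescence (ex 480/em 540) after 30 min, with pre-read for autofluorescence.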
Eya2 phos inh = blocks the phosphatase activity of human Eya2. recombinant Eya2, OMFP fluorescence dephosphorylation (OMFP is methylfluorescein phosphate). Potency, µM (doses to about 76.9 µM), for the others: top-dose activity, negative = inhibition, usual class: inhibitors. actives 0.006% (n = 330,000). AID 488837; further: potency means the concentration at half of the fitted maximal effect; on the % scale 0 is the no-effect control and ±100 the full control effect
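Eya2 (0.2 uM) preincubated 10 min at ambient with compound, then OMFP substrate added at 50 uM; 10 min reaction in 50 mM HEPES pH 7.5, 50 mM NaCl, 5 uM MgCl2, 0.05% BSA, 1 mM DTT. Fluorescence read at Ex 485/Em 525 nm.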
TRPV1 agonist = human TRPV1 agonism; Q8NER1; TRPV1-expressing cells, Fluo-8 calcium influx, agonist mode; activation, % at 8.33 µM; actives 0.19% (n = 320,000); AID 540275; in the data active means activation above about 80%; inconclusive means between about 30% and that limit; further: 0% is about no effect
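Fluo-8 calcium influx in TRPV1-expressing cells, kinetic read (ex 480/em 520 nm). Compound added and read 3 min for agonist activity, followed by capsaicin at EC20 final and 2 min further read for enhancement.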
B2AR arrestin = beta2AR (human) beta-arrestin recruitment activity; P07550; beta-arrestin recruitment to beta2AR, cell-based reporter; actives 0.02% (n = 330,000); Potency, µM (series often up to 46.1 µM), for inactives: at the top dose activation, usual class: activators;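 further: potency means the concentration at half of the fitted maximal effect; 0% = DMSO controls and full agonism = EC100 isoproterenol or metaproterenol; nearly all actives have a fitted effect of over 65% in size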
Target sequence (P07550 whole entry, looked up): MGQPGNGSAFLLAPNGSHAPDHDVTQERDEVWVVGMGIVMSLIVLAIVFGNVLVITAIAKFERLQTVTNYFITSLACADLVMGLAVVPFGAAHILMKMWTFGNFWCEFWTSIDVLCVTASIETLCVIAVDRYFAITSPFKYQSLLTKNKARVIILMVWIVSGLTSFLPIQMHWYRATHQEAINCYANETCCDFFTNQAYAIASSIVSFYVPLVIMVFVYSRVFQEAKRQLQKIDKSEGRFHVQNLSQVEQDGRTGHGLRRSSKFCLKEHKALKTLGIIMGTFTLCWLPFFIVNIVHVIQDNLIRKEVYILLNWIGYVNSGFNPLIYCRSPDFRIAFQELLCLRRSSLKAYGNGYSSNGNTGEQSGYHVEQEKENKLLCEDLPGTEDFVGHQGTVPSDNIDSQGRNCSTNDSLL
* hit, by the source's call; [ ] = another dose, or the depositor's remark. Unless noted, the call rests on the fitted dose curve; in most records, active means well fitted curve in the direction sought with a large enough effect; inconclusive means small, poorly fitted or top-dose-only effect, or another doubt; inactive means no such curve, though single readings can be large; an effect the other way counts as inactive or inconclusive.

Results for COc1ccc(-n2nc(C(=O)NCC(=O)N3CCN(c4ccccc4)CC3)c3ccccc3c2=O)c(OC)c1 ?
S-ASM inh: -2%; BRCA1 expr act: 98%; uPA generation: -4%; p53 reactivation: inconclusive; USP2a block: 1%; PTAP TSG101 blk: -2%; ELG1 genotoxic: 0%; a7 integrin act: -8%; Eya2 phos inh: 1%; TRPV1 agonist: 4; B2AR arrestin: -0.4%

What do the screens show for `O=C(CSc1nnc(-c2ccco2)o1)N1CCOCC1`?
S-ASM inh: 3%; BRCA1 expr act: 29%; uPA generation: 3%; p53 reactivation: 5%; USP2a block: 1%; PTAP TSG101 blk: 0%; ELG1 genotoxic: 0%; a7 integrin act: 14%; Eya2 phos inh: -10%; TRPV1 agonist: 1; B2AR arrestin: 0.1%

What do the screens show for `COc1cccc(S(=O)(=O)NCc2ccc(C(=O)Nc3ccc(Cl)c(Cl)c3)cc2)c1`?
S-ASM inh: -12%; BRCA1 expr act: -13%; uPA generation: -1%; p53 reactivation: 0%; USP2a block: 1%; PTAP TSG101 blk: -5%; ELG1 genotoxic: 2%; a7 integrin act: -3%; Eya2 phos inh: 2%; TRPV1 agonist: 2; B2AR arrestin: -0.6%

What do the screens show for `COCCn1c(SCC(=O)NC(=O)Cc2ccccc2)nc2ccccc2c1=O`?
S-ASM inh: -1%; BRCA1 expr act: -1%; uPA generation: 5%; p53 reactivation: 23%; USP2a block: -7%; PTAP TSG101 blk: -2%; ELG1 genotoxic: 2%; a7 integrin act: -32%; Eya2 phos inh: 3%; TRPV1 agonist: 4; B2AR arrestin: -0.1%

Results for COc1ccc2cc(C(=O)C3CCCN(C(=O)c4sc(C)nc4C)C3)ccc2c1 (centres undefined) ?
S-ASM inh: 5%; BRCA1 expr act: -19%; uPA generation: 5%; p53 reactivation: -7%; USP2a block: 2%; PTAP TSG101 blk: -13%; ELG1 genotoxic: -4%; a7 integrin act: -2%; Eya2 phos inh: 2%; TRPV1 agonist: 16; B2AR arrestin: 0.2%

What do the screens show for `COc1ccc(S(=O)(=O)N(Cc2cccnc2)Cc2cc3ccccc3[nH]c2=O)cc1`?
S-ASM inh: -1%; BRCA1 expr act: 1%; uPA generation: -5%; p53 reactivation: -3%; USP2a block: 2%; PTAP TSG101 blk: 1%; ELG1 genotoxic: -9%; a7 integrin act: 19%; Eya2 phos inh: -14%; TRPV1 agonist: 1; B2AR arrestin: 0.4%

How did CC(Oc1ccccc1)C(=O)N=C1SC2CS(=O)(=O)CC2N1c1ccccc1 (centres undefined) do in these assays?
S-ASM inh: 3%; BRCA1 expr act: -15%; uPA generation: -5%; p53 reactivation: -2%; USP2a block: 4%; PTAP TSG101 blk: 4%; ELG1 genotoxic: -2%[9.26 µM]; a7 integrin act: 26%; Eya2 phos inh: 0%; TRPV1 agonist: -3; B2AR arrestin: -0.3%

Results for CCOc1ccc(NC(=O)c2ccc(NC(=O)CN3C(=O)C(=O)N(CC(C)C)C3=O)cc2)cc1 ?
S-ASM inh: -3%; BRCA1 expr act: 39%; uPA generation: 1%; p53 reactivation: 8%; USP2a block: 0%; PTAP TSG101 blk: 1%; ELG1 genotoxic: inconclusive; a7 integrin act: -19%; Eya2 phos inh: 1%; TRPV1 agonist: 7; B2AR arrestin: 0.0%

What do the screens show for `CCn1nc(C(=O)N2CCc3ccccc3C2)c2ccccc2c1=O`?
S-ASM inh: 7%; BRCA1 expr act: -13%; uPA generation: -2%; p53 reactivation: 5%; USP2a block: 0%; PTAP TSG101 blk: -7%; ELG1 genotoxic: 3%; a7 integrin act: 10%; Eya2 phos inh: -8%; TRPV1 agonist: 8; B2AR arrestin: -0.3%

What do the screens show for `CC(C)COc1ccc(-c2nnc(-c3ccncc3)o2)cc1`?
S-ASM inh: -2%; BRCA1 expr act: inconclusive; uPA generation: -7%; p53 reactivation: inconclusive; USP2a block: 3%; PTAP TSG101 blk: -4%; ELG1 genotoxic: 15%; a7 integrin act: -38%; Eya2 phos inh: 13%; TRPV1 agonist: inconclusive; B2AR arrestin: 0.3%

What do the screens show for `COn1c(SCc2cccnc2)nc2ccccc2c1=O`?
S-ASM inh: 0%; BRCA1 expr act: -24%; uPA generation: -1%; p53 reactivation: inconclusive; USP2a block: -1%; PTAP TSG101 blk: -2%; ELG1 genotoxic: 7%; a7 integrin act: 5%; Eya2 phos inh: 9%; TRPV1 agonist: 2; B2AR arrestin: -0.1%

How did Cc1ccccc1Nc1nc(N)nc(COC(=O)/C=C/c2ccco2)n1 do in these assays?
S-ASM inh: 8%; BRCA1 expr act: 4%; uPA generation: 13%; p53 reactivation: 3%; USP2a block: 9%; PTAP TSG101 blk: -7%; ELG1 genotoxic: -1%; a7 integrin act: -22%; Eya2 phos inh: -21%; TRPV1 agonist: 1; B2AR arrestin: 0.0%

How did Cc1csc(=O)n1CC(=O)Nc1ccc(Cl)c(Cl)c1 do in these assays?
S-ASM inh: -2%; BRCA1 expr act: 5%; uPA generation: 9%; p53 reactivation: 1%; USP2a block: 2%; PTAP TSG101 blk: -10%; ELG1 genotoxic: -2%; a7 integrin act: 3%; Eya2 phos inh: -3%; B2AR arrestin: -1.5%

How did COc1ccc(/C(O)=C2/C(=O)C(=O)N(Cc3cccnc3)C2c2ccncc2)cc1F (centres undefined) do in these assays?
S-ASM inh: -4%; BRCA1 expr act: 10%; uPA generation: -1%; p53 reactivation: 8%; USP2a block: 5%; PTAP TSG101 blk: -9%; ELG1 genotoxic: 1%; a7 integrin act: 12%; Eya2 phos inh: 3%; TRPV1 agonist: 0; B2AR arrestin: -0.4%

What do the screens show for `COc1ccccc1NC(=O)CSC(N)=O`?
S-ASM inh: 0%; BRCA1 expr act: -20%; uPA generation: -6%; p53 reactivation: -3%; USP2a block: 0%; PTAP TSG101 blk: 0%; ELG1 genotoxic: -6%; a7 integrin act: -12%; Eya2 phos inh: 4%; TRPV1 agonist: -2; B2AR arrestin: -0.2%

Results for Cc1ccc(-c2c(C#N)c(N)nc3c2CCCC3)s1 ?
S-ASM inh: 75%; BRCA1 expr act: -13%; uPA generation: -3%; p53 reactivation: -2%; USP2a block: 1%; PTAP TSG101 blk: -1%; ELG1 genotoxic: 0%; a7 integrin act: -11%; Eya2 phos inh: 18%; TRPV1 agonist: -1; B2AR arrestin: -0.2%

Results for Cc1ccc(CONC(=O)c2ccc(Cl)cc2)cc1 ?
S-ASM inh: 4%; BRCA1 expr act: 8.9µM*; uPA generation: -7%; p53 reactivation: inconclusive; USP2a block: 0%; PTAP TSG101 blk: -1%; ELG1 genotoxic: inconclusive; a7 integrin act: 10%; Eya2 phos inh: -7%; TRPV1 agonist: inconclusive; B2AR arrestin: -0.1%

Results for CCN1/C(=C2/SC(=S)N(C)C2=O)C=Cc2cc(C)ccc21 ?
S-ASM inh: -1%; BRCA1 expr act: 23%; uPA generation: -3%; PTAP TSG101 blk: -10%; a7 integrin act: 26%

Results for CC(=O)NC1C(=O)N(CCN2CCOCC2)c2ccc(C)cc21 (centres undefined) ?
S-ASM inh: -1%; BRCA1 expr act: -3%; uPA generation: -7%; p53 reactivation: 3%; USP2a block: 6%; PTAP TSG101 blk: -11%; ELG1 genotoxic: -1%; a7 integrin act: 2%; Eya2 phos inh: -5%; TRPV1 agonist: 1; B2AR arrestin: 0.0%

How did Cc1cc(N)n(Cc2ccc(Cl)cc2)n1 do in these assays?
S-ASM inh: 3%; BRCA1 expr act: -11%; uPA generation: 74%[activator]; p53 reactivation: -2%; USP2a block: 0%; PTAP TSG101 blk: -4%; ELG1 genotoxic: 1%; a7 integrin act: 9%; Eya2 phos inh: 3%; TRPV1 agonist: -3; B2AR arrestin: -0.1%

Results for Cc1occc1C(=O)N/N=C/c1cccs1 ?
S-ASM inh: 2%; BRCA1 expr act: 13µM*; uPA generation: -6%; p53 reactivation: 20%; USP2a block: 2%; PTAP TSG101 blk: -3%; ELG1 genotoxic: 11%; a7 integrin act: 13%; Eya2 phos inh: -6%; TRPV1 agonist: 1; B2AR arrestin: -0.4%

How did CC(C)=CCC/C(C)=C/CC(C)(C)CNCCN1CCNCC1 do in these assays?
p53 reactivation: -8%; USP2a block: 0%; ELG1 genotoxic: -2%; Eya2 phos inh: -15%; TRPV1 agonist: 12; B2AR arrestin: -0.1%

How did COc1ccc(CN(C)C(=O)CC(c2ccccc2)c2ccccc2)cc1 do in these assays?
S-ASM inh: -7%; BRCA1 expr act: -37%; uPA generation: -6%; p53 reactivation: -11%; USP2a block: -1%; PTAP TSG101 blk: -3%; ELG1 genotoxic: -18%; a7 integrin act: -57%[inhibitor]; Eya2 phos inh: -14%; TRPV1 agonist: inconclusive; B2AR arrestin: 0.2%
